Siah-1 displacement: Siah-1 peptide-binding antagonists, primary screen, biochemical, fluorescence polarization, rhodamine-plectin, uHTS (AID 1817). Siah-1 / rhodamine-plectin peptide fluorescence polarization; higher % means a stronger effect. hit rate 0.02% among 290,000. E3 ubiquitin-protein ligase SIAH1 (Homo sapiens). displacement, % at 20 µM, or IC50 in µM where a hit was titrated;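 active = displacement of at least 50% at 20 µM, with a fluorescence ratio check between 0.3 and a set limit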;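 also: plate controls were Siah plus tracer with DMSO for no effect and tracer alone without Siah for full effect; strong numbers were not always called active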
Lipid droplet: inhibitors of hepatocyte lipid droplet formation, primary screen, imaging, high-throughput imaging, BODIPY stain | AML12 mouse hepatocytes, oleate lipid droplets | AID 1656, 2009 | inhibition, % at 6.5 µM | hit rate 0.4% among 240,000;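 active = lipid droplet intensity inhibited by at least 50%, with more than 500 cells counted; inconclusive = wells with under 300 cells, treated as cytotoxic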
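Material – mouse AML12 hepatocyte cell line, fixed after treatment · Compound dosing – one dose, 6.5 µM compound · Times – compound with oleate, overnight · Measured by – Image-based BODIPY and DAPI two-channel analysis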
AID2073: inhibitors of Mint1-CaV2.2 protein interaction, biochemical, HTRF (AID 2073) | Voltage-dependent N-type calcium channel subunit alpha-1B (Homo sapiens) | HTRF protein-protein interaction, Mint1-CaV2.2; higher % means a stronger effect | inhibition, % at 20 µM, or IC50 in µM where a hit was titrated | hit rate 0.19% among 290,000; in the data active = inhibition mostly above about 51%, no sharp cut-off; inconclusive = no clear call, values can overlap the other calls; inactive = mostly below about 53%; also: some results filed as inactive read as strong as hits
M1AAP inhibition: P. falciparum M1AAP inhibitors, biochemical, fluorogenic H-Leu-NHMec substrate, 1536-well (AID 1445) | Aminopeptidase N (Plasmodium falciparum (isolate 3D7)) | recombinant M1AAP, H-Leu-NHMec fluorogenic kinetic assay; higher % means a stronger effect | one-dose inhibition, % at 30 µM; IC50 in µM for titrated hits | hit rate 0.42% among 220,000;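 active = primary inhibition above the hit cutoff, then over 50% inhibition at one or more dose response concentrations, cut at about 23% in these data, passing the limit was not always enough; inconclusive = conflicting primary data, or primary hits not chosen for dose response; inactive = low primary inhibition, or under 50% at every dose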;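 also: plate controls were DMSO full reaction for no effect and no enzyme background for full effect; strong numbers were not always called active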
NOD2 inhibition: NOD2 signaling inhibitors, cell-based, luminescence, uHTS, HEK293 (AID 1566) | HEK293 NOD2/NF-kB luciferase reporter, luminescence; higher % means a stronger effect | inhibition, % at 4 µM; hits with a dose series show EC50 in µM | hit rate 0.63% among 290,000; also: many of its hits are not listed in these tables
XIAP displacement: XIAP antagonists, biochemical, IAP family, fluorescence polarization (AID 1018). E3 ubiquitin-protein ligase XIAP (Homo sapiens). XIAP BIR domain, fluorescence polarization peptide displacement; higher % means a stronger effect. displacement, % at 20 µM; hits with a dose series show IC50 in µM. hit rate 0.007% among 200,000; in the data active = displacement above about 50%; also: a part of the inactive calls stands beside numbers as strong as those of hits
M17LAP inhibition: P. falciparum M17LAP inhibitors, primary screen, biochemical, fluorogenic H-Leu-NHMec substrate, 1536-well (AID 1619). Leucine aminopeptidase (Plasmodium falciparum (isolate 3D7)). recombinant M17LAP, H-Leu-NHMec fluorogenic kinetic assay; higher % means a stronger effect. inhibition, % at 30 µM; hits with a dose series show IC50 in µM. hit rate 0.38% among 220,000;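 active = compound inhibiting the enzyme by more than half at any dose during confirmatory dose-response retesting; inconclusive = strong single-dose inhibitors picked by rank but not retested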;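 also: plate controls were full reaction with DMSO carrier for no effect and no enzyme background for full effect; strong numbers were not always called active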
ER stress rescue: rescue of cells from ER stress-induced death, primary screen, 384-well, CSM14.1, thapsigargin, ATP luminescence (AID 1222); CSM14.1 thapsigargin-induced death rescue, ATP luminescence; higher % means a stronger effect; cellular ATP content (survival), % at 20 µM; hits with a dose series show EC50 in µM; 190,000 tested, under 10 active;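 active = EC50 below 50 µM in the dose-response confirmation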;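 also: death triggered by thapsigargin at about 15 µM added after 2 h compound pretreatment; cell ATP read after overnight thapsigargin exposure of roughly 18 to 22 hours; normalized against plate controls of thapsigargin alone and 5% DMSO vehicle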
LYP phosphatase: inhibitors of LYP phosphatase, biochemical, fluorescence intensity, uHTS (AID 1779) | hit rate 0.054% among 290,000 | one-dose inhibition, % at 11.5 µM; IC50 in µM for titrated hits | recombinant LYP phosphatase, fluorescence intensity; higher % means a stronger effect | Tyrosine-protein phosphatase non-receptor type 22 (Homo sapiens);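 also: plate controls were vehicle with enzyme for no effect and no enzyme for full effect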
Lipid droplet cells 6.5 µM: also measured in Lipid droplet; calls as there; cell count; measured here: cell count, cytotoxicity flag;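 cells counted across two imaged fields per well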
* = called active by the depositor; ? = inconclusive; nt = not tested or not shown. Rule as the data show it, unless noted: active = inhibition above about 50%; inactive = the rest. A portion of the library. The share of hits here may be higher or lower than overall.

SMILES | Siah-1 displacement | Lipid droplet | Lipid droplet cells 6.5 µM | AID2073 | M1AAP inhibition | NOD2 inhibition | XIAP displacement | M17LAP inhibition | ER stress rescue | LYP phosphatase
Cc1ccc(-c2cc(=O)c3ccc(Cl)cc3[nH]2)cc1 | 10% | 25 | 747 | 18% | 3% | 14% | -6.8% | 3% | -1.8% | -8%
O=c1c2c(ncn1Cc1ccccc1)nc1n2CCC1 | -8% | -11 | 694 | 2% | 1% | 13% | -4.8% | -3% | -0.8% | -8%
CCN(CC1CCCN(CCc2cccc(F)c2)C1)C(=O)c1cc(C)oc1C (stereo not drawn) | 1% | 47 | 712 | -6% | nt | -14% | nt | nt | nt | -10%
COc1cccc(-n2nnc3c(=O)n(Cc4ccc(F)cc4)cnc32)c1 | -1% | nt | nt | 10% | 2% | -3% | -4.5% | -2% | -0.4% | 0%
CCN(CC(=O)NCc1ccc(F)cc1)CC(O)COCc1cccc(OC)c1 (stereo not drawn) | 4% | nt | nt | -4% | -6% | -2% | 0.0% | 17% | -2.3% | -8%
Cc1cn([C@H]2C[C@H](N=[N+]=[N-])[C@@H](CO)O2)c(=O)[nH]c1=O | 15% | -2 | 711 | 1% | 2% | 4% | -3.6% | 7% | -1.3% | -6%
CCOC(=O)c1c(C)[nH]c(C(=O)OCC(=O)N(C)C2CCS(=O)(=O)C2)c1C (stereo not drawn) | 1% | 5 | 758 | -6% | 2% | 9% | 0.0% | 26% | 3.0% | 0%
Cc1ccc(/C=[N+](/C)[O-])cc1 | 2% | nt | nt | -4% | 6% | 21% | -3.5% | 1% | 0.0% | -6%
CC12CCC(C(=O)n3c1nc1ccccc13)C2(C)C (stereo not drawn) | 2% | nt | nt | 3% | 2% | -1% | -5.3% | 0% | 2.0% | 6%
O=C(NCCCc1nc2ccccc2[nH]1)c1ccc(F)cc1 | 1% | 22 | 676 | -14% | 1% | 6% | 1.5% | 12% | nt | 2%
COc1ccc(S(=O)(=O)n2[nH]c(=O)c(CCO)c2C)cc1 | -6% | -1 | 807 | 9% | nt | 2% | nt | nt | nt | -8%
CCOC(=O)CN(C(=O)CNC(=O)c1ccco1)C(C(=O)NC1CCCCC1)c1cccnc1 (stereo not drawn) | 4% | -3 | 782 | 8% | nt | -2% | nt | nt | nt | -9%
Cn1c(Cc2ccccc2)nnc1SCC(=O)NC1CCCC1 | 0% | 6 | 871 | 9% | nt | 12% | nt | nt | nt | -4%
OC(Cn1cncn1)(c1ccccc1)c1ccccc1 | 4% | -1 | 710 | -4% | -4% | 8% | -5.8% | 3% | -1.0% | -5%
O=C(CN1C(=O)NC2(CCCCCC2)C1=O)NCc1cccs1 | -3% | 2 | 685 | -13% | 5% | 9% | -2.7% | 8% | -3.6% | 0%
CCN(CC)C(=O)C(C)N(C#N)c1nc(C)cc(C)n1 (stereo not drawn) | 2% | -5 | 616 | 4% | 0% | 1% | -6.5% | 0% | -1.7% | 0%
CC1CCCCN1C(=O)CSc1nnc(-c2cccs2)o1 (stereo not drawn) | 11% | 16 | 779 | -3% | nt | -43% | nt | nt | nt | -6%
O=C(Nc1ccc(S(=O)(=O)N2CCCC2)cc1)C1CC(=O)N(c2ccccc2)C1 (stereo not drawn) | -4% | 17 | 700 | -16% | -1% | -1% | -2.7% | 4% | nt | 0%
Cc1ccc(C2(c3ccc(C)cc3)CC2C(=O)NCc2cccnc2)cc1 (stereo not drawn) | 1% | -9 | 710 | 2% | 5% | -2% | -6.3% | 2% | 0.5% | 0%
COCCNc1nc2nonc2nc1N1CCCC1c1nccs1 (stereo not drawn) | -1% | 2 | 683 | 8% | 6% | 4% | -9.0% | -2% | -2.4% | -7%
COC(=O)CSc1nnc(CSc2nc(C)cc(C)n2)o1 | 22% | 14 | 753 | 3% | -1% | -2% | 1.6% | -5% | 4.2% | -5%
CCN(CC(=O)Nc1ccccc1C(F)(F)F)C(=O)CCc1c(C)[nH]c(=O)c(C#N)c1C | 1% | -2 | 783 | 0% | nt | 4% | nt | nt | nt | -4%
CCC1(Cc2ccccc2)NC(=O)c2ccccc2O1 (stereo not drawn) | -1% | -6 | 674 | -4% | 14% | 5% | 1.7% | 7% | 0.2% | 1%
Cc1ccc(-c2cc(-c3c(C)nn(C)c(=O)c3N)[nH]n2)cc1 | 9% | 56* | 755* | 2% | 6% | 18% | nt | -1% | nt | -4%
COc1ccc(OCC(=O)NNC(=O)c2cccs2)cc1 | -2% | nt | nt | 22% | 1% | 20% | -7.6% | -6% | 3.5% | -1%
O=C(O)c1ccc(NC(=O)c2ccccc2NC(=O)c2cccc(F)c2)cc1 | -4% | 5 | 820 | 33% | nt | 14% | nt | nt | nt | -7%
COc1cc(/C(C)=N/N2CCN(Cc3ccc(C)cc3)CC2)ccc1O | 2% | -1 | 792 | -2% | nt | -10% | nt | nt | nt | -2%
c1ccc(Oc2ccc(-c3ccnc4nc(N5CCOCC5)nn34)cc2)cc1 | 1% | 1 | 752 | 38% | 14% | 19% | -4.0% | 4% | 2.0% | -9%
Clc1ccccc1C1CC(c2ccccc2)=Nc2ccccc2N1 (stereo not drawn) | 0% | -8 | 721 | 0% | -3% | 10% | nt | -4% | nt | 9%
O=C(/C=C/c1cccc(Br)c1)NC1CCN(Cc2ccccc2)CC1 | 0% | -8 | 861 | -8% | nt | -7% | nt | nt | nt | 3%
CC(C)(C)OC(=O)N1CCC(NC(=O)c2nc[nH]c2C(=O)NCC(=O)OCc2ccccc2)CC1 | 4% | 9 | 825 | 6% | nt | 11% | nt | nt | nt | -4%
O=C(CSc1nc2c(c(=O)n1-c1ccccc1)SCC2)N1CCN(c2ccccc2)CC1 | 0% | -3 | 684 | 2% | 4% | 24% | -3.6% | 22% | nt | -6%
COc1cc(CC2C(=O)Nc3ccccc32)cc(C)c1O (stereo not drawn) | 8% | nt | nt | 9% | nt | 10% | nt | nt | nt | -8%
CN(c1ncc(C(F)(F)F)cc1Cl)n1cc(C(N)=O)c2ccccc2c1=O | -1% | 8 | 770 | 0% | 2% | -5% | -5.5% | 15% | 0.1% | -8%
Cc1c(Cl)ccc2c1NC(=O)C21NC(CCC(N)=O)[C@H]2C(=O)N(c3ccc(Cl)cc3)C(=O)[C@H]21 (stereo partly drawn) | -2% | nt | nt | 4% | 0% | 0% | -6.2% | 7% | -0.6% | -3%
O=C(Cc1ccon1)c1ccc(O)cc1O | 0% | 4 | 807 | 10% | nt | 7% | nt | nt | nt | -5%
COc1cccc(C2C(C#N)=C(N)N(N(C)C)C3=C2C(=O)CC(C)(C)C3)c1 (stereo not drawn) | -6% | nt | nt | 14% | nt | 3% | nt | nt | nt | -6%
COc1ccc(N2CC(C(=O)Nc3nnc(SCc4cccnc4)s3)CC2=O)cc1 (stereo not drawn) | -1% | 11 | 641 | 1% | nt | 1% | nt | nt | nt | -7%
COc1ccc(Nc2ccc(N3C(=O)CC(C)C3=O)cc2[N+](=O)[O-])cn1 (stereo not drawn) | 12% | 14 | 729 | -10% | 6% | 10% | 0.5% | 28% | -0.4% | -5%
CC(C)(C)C(=O)CSc1nnc(Nc2ccccc2)s1 | 8% | 8 | 680 | 7% | -1% | -18% | -4.4% | 3% | -11% | 0%
CCN(CC)c1ccc(C(=O)NN)cc1 | 18% | 12 | 751 | 1% | 1% | 17% | -1.8% | -1% | -0.9% | -6%
O=C(NCc1ccccc1F)c1cccc(S(=O)(=O)NCc2ccccc2)c1 | 14% | 0 | 813 | 8% | nt | 1% | nt | nt | nt | -2%
COc1ccc(C[C@H]2CN3C(=NC[C@@H]3C(C)C)N2C[C@H](C)NC(=O)c2ccc(C)c(Br)c2)cc1 | -2% | 4 | 731 | 13% | 6% | -10% | 0.4% | -1% | -2.3% | -5%
Cc1c(Cl)cccc1NC(=O)CSc1nnc(CCNC(=O)OC(C)(C)C)o1 | -1% | nt | nt | -7% | 2% | -1% | -3.5% | 11% | 1.0% | -9%
C=CCn1c(CCC(=O)Nc2ccc(C)c(Cl)c2)nnc1SCC(=O)Nc1ccccc1C | -2% | -6 | 657 | 0% | 4% | 6% | -3.8% | 20% | 0.0% | -3%
CC(=O)N1C=Cc2c(c(C)c3c([nH]c4ccccc43)c2C)C1 | -8% | -51 | 664 | 14% | 2% | 12% | nt | -2% | nt | -12%
Cc1ccc(NS(=O)(=O)c2ccc3c(c2)oc(=O)n3C)c(C)c1 | -2% | nt | nt | 4% | nt | 10% | nt | nt | nt | -5%
CCOC(=O)c1sc2nc(CSc3nc4ccccc4n3CC)[nH]c(=O)c2c1C | -3% | nt | nt | -1% | -6% | -5% | -5.4% | -4% | -1.2% | -8%
Cc1ccc2nsnc2c1S(=O)(=O)N1CCCC1 | 2% | nt | nt | -5% | 1% | 8% | -3.4% | 1% | 1.7% | -7%
CCOC(=O)c1[nH]c2c(c1-c1ccccc1)C(=O)CC(c1ccc(OCC)cc1)C2 (stereo not drawn) | 4% | 6 | 706 | 6% | 0% | 28% | -4.0% | 0% | -2.1% | -6%
More structures:
SMILES | Siah-1 displacement | Lipid droplet | Lipid droplet cells 6.5 µM | AID2073 | M1AAP inhibition | NOD2 inhibition | XIAP displacement | M17LAP inhibition | ER stress rescue | LYP phosphatase
CC(=O)Nc1nc(SCC(=O)NCc2ccc(F)cc2)[nH]c(=O)c1NC(=O)c1cccs1 | -1% | 2 | 674 | 46% | ? | 10% | -8.0% | 34% | -13% | -4%
CCOc1ccc2ccccc2c1/C=N/NC(=O)CNC(=O)c1ccccc1O | 3% | -1 | 819 | 26% | nt | 8% | nt | nt | nt | 4%
Cc1ccc(NC(=O)Nc2ccc3c(c2)CCC3)c(C)c1 | -7% | -5 | 648 | 4% | nt | 6% | nt | nt | nt | -10%
N=c1c(C(=O)NCC2CCCO2)cc2c(=O)n3ccccc3nc2n1Cc1ccccc1Cl (stereo not drawn) | 0% | -36 | 513 | 9% | nt | 7% | nt | nt | nt | -27%
CC(=O)OCc1c(C(F)(F)F)nn(C)c1Oc1cccc(C(F)(F)F)c1 | 0% | nt | nt | 0% | -2% | 9% | -3.0% | -11% | 0.9% | 0%
COc1ccccc1N1N=C(c2cccs2)CC1c1ccccc1 (stereo not drawn) | 20% | 2 | 651 | 39% | 4% | 8% | -0.2% | -5% | -1.2% | 1%

Screens from PubChem.
